Screens from PubChem BioAssay.
TR SRC2 fluor cs – Texas Red fluorescence interference in TRb-SRC2 counter-screen. TRb/SRC2 Texas Red total fluorescence interference. Potency, µM (titrated, usually from 106 µM), for the others: at the highest dose fluorescence change, negative = quenching. 0.29% of 280,000 active; active = well fitted curve in either direction with a large enough effect; inconclusive = small, poorly fitted or top-dose-only effect
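Flags fluorescent or light-absorbing compounds by total fluorescence, S + 2P, at 555 nm excitation and 632 nm emission. Mixture: 20 nM Texas Red SRC2 peptide, 0.6 uM human TRb LBD, 1 uM T3, 5% DMSO; compound exposure 5 h at ambient temperature.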
aGlu spleen mod – lysosomal alpha-glucosidase (human) modulation; 0.006% of 240,000 active; P10253; Potency, µM (highest dose often 79.9 µM), without a hit: at the highest dose activity change, negative = inhibition, hits mostly inhibitors; AID 2112; human spleen homogenate, 4-MU-alpha-glucoside fluorescence;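 also: 0% = enzyme with vehicle and -100% = no enzyme basal signal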
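Enzyme source: human spleen homogenate, 1 ug/well. Buffer 50 mM citric acid/K phosphate pH 5.0, 0.01% Tween-20. 4-MU-alpha-glucoside 1 mM; 37 C x 40 min; NaOH/glycine stop; fluorescence.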
GAA glycogen mod – GAA glycogen-cleavage inhibition or activation; 0.38% of 300,000 active; recombinant GAA, glycogen substrate, Amplex Red glucose oxidase fluorescence; AID 2100; Potency, µM (highest dose often 76.4 µM), inactives show at the top dose activity change, negative = inhibition, usual class: inhibitors;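 also: 0% = full enzyme reaction and -100% = no-enzyme basal signal; the screen sought inhibitors and activators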
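Natural-substrate format: glycogen cleavage by 4 nM human enzyme, glucose read by Amplex Red coupling (Ex 573, Em 610 nm). Normalized to enzyme and no-enzyme controls.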
GAA inh – inhibitors of human lysosomal alpha-glucosidase; P10253; purified human GAA, 4-MU-alpha-glucoside fluorescence; Potency, µM (doses to about 76.9 µM), for the others: at the highest dose activity change, negative = inhibition, usual class: inhibitors; 0.005% of 200,000 active; AID 1466;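 also: plate controls were uninhibited enzyme wells for no effect and no-enzyme background for full effect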
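Enzyme (4 nM final) mixed with compound (up to 77 uM), then 4-MU-alpha-D-pyranoside (400 uM final) added; 20 min at room temperature, pH 5.0. Reaction stopped at pH 10, fluorescence read, AC50 derived by Hill fit.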
TRb-SRC2 inh – inhibitors of human thyroid hormone receptor beta-SRC2 interaction | P10828 | TRbeta-SRC2 peptide binding, fluorescence polarization; receptor liganded with 1 µM T3 | Potency, µM (series often up to 106 µM), for inactives: at the top dose activity change, negative = inhibition, actives largely listed as inhibitors | 0.065% of 280,000 active;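 also: plate controls were bound peptide for no effect and peptide without receptor for full effect; nearly all actives have a fitted effect of over 50% in size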
Target sequence (P10828 whole entry, looked up): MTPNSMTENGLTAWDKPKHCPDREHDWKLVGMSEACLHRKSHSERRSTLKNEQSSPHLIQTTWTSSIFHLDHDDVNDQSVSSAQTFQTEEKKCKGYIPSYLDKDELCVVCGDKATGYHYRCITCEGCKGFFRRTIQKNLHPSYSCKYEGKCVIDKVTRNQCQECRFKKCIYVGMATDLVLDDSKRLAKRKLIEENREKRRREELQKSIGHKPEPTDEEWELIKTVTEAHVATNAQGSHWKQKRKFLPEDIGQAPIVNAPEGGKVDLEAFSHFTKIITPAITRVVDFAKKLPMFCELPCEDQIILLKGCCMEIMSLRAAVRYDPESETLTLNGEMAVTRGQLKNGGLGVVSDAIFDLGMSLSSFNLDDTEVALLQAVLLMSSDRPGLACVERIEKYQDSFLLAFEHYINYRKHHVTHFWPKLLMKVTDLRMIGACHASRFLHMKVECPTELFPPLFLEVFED
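Decrease in fluorescence polarization of 20 nM Texas Red SRC2 coactivator peptide flagged inhibition of its binding to 0.6 uM TRb LBD; 1 uM T3 included, incubation 5 hr, ex 555/em 632 nm.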
RECQ1 inh – blocks DNA unwinding by human RECQ1; RECQ1 DNA unwinding, red fluorescence kinetic read; AID 2549; P46063; 0.54% of 240,000 active; Potency, µM (titrated, usually from 57.3 µM), for the others: top-dose activity, negative = inhibition, hits mostly inhibitors;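 also: plate controls were vehicle for no effect and no enzyme for full effect; nearly all actives have a fitted effect of over 30% in size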
Target sequence (P46063 whole entry, looked up): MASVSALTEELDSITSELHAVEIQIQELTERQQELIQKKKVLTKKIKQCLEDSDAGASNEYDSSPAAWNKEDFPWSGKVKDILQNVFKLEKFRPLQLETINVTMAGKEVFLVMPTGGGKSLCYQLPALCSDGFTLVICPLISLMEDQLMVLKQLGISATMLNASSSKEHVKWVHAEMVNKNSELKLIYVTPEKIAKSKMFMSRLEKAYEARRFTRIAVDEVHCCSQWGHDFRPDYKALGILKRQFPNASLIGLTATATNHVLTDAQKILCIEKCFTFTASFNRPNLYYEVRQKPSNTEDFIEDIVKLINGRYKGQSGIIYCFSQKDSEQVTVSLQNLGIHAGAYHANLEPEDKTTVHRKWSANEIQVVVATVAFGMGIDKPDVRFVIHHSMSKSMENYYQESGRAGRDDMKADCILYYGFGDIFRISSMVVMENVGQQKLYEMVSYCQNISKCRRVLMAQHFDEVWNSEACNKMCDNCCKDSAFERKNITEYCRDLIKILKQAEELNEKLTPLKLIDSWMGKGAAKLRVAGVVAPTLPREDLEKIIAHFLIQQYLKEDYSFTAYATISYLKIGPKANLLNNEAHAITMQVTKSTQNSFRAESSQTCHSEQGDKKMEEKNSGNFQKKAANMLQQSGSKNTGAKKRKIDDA
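RECQ1T1 50 nM; forked duplex (20 bp + 30-nt ss tails) 200 nM, ATP 2 mM final; pH 8.0, 2 mM MgCl2, 2.5 ug/ml poly(dI-dC); 15 min compound preincubation; discontinuous kinetic read over 2 h at RT.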
L3MBTL1 block – inhibitors of human L3MBTL1; Potency, µM (top dose mostly 57.1 µM), without a hit: at the top dose activity, negative = inhibition, hits mostly inhibitors; AlphaScreen L3MBTL1–H3K9me1 peptide binding; 0.66% of 230,000 active; also: nearly all actives have a fitted effect of over 60% in size
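Displacement of a biotinylated histone H3(1-15) peptide monomethylated at Lys9 (75 nM) from L3MBTL1 (50 nM) was measured by AlphaScreen after a 30 min room-temperature compound incubation; cefsulodin titration served as intraplate control.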
GoLoco inh red – inhibitors of human Gai1-RGS12 GoLoco interaction (red fluorophore). P63096. Gai1:RGS12 GoLoco peptide FP, rhodamine, 10 min. Potency, µM (highest dose often 61.6 µM), without a hit: top-dose activity, negative = inhibition, actives largely listed as inhibitors. 0.44% of 230,000 active; active = well fitted inhibition curve with a large enough effect, not every such curve was filed as active; inactive = no such curve, though single readings can be large or run the other way; also: nearly all actives have a fitted effect of over 30% in size; many of its hits are not listed in these tables
The depositor's hits bear a star; i = inactive; ? = inconclusive; . = no result given; & = joins results of further samples; [ ] = dose if it differs, or a comment. Unless noted, calls follow the shape of the dose curve; as a rule, active = well fitted curve in the direction sought with a large enough effect; inconclusive = small, poorly fitted or top-dose-only effect, or another doubt; inactive = no such curve, though single readings can be large; an effect the other way counts as inactive or inconclusive. Unless noted, % is scaled to controls: 0 for no effect and ±100 for the full control effect; potency is read from the fitted curve at half-maximal effect. The list is partial; the hit share may differ from the screen's.

SMILES | TR SRC2 fluor cs | aGlu spleen mod | GAA glycogen mod | GAA inh | TRb-SRC2 inh | RECQ1 inh | L3MBTL1 block | GoLoco inh red
CCc1c(C)nc2[nH]nc(NC(=O)C(F)(F)F)n2c1=O | 1% | 5% | 6% | 7% | 1% | -3% | 9% | 5%
CCOC(=O)C1=C(C(F)(F)F)Nc2ncnn2C1c1cccc(OC)c1OC (stereo not drawn) | 2%&-2% | -11% | ? | 4% | 0%&2% | -1% | 5% | 6%
CCC1=C(OC(=O)N(CC)CC)N2C(=O)OC(=NCCc3c[nH]c4ccccc34)[C@]2(C)[C@H]2C1=CC[C@H]1C(=O)N(CC)C(=O)[C@H]12 | -2%&-1% | -7%&4% | -8% | . | 0%&7% | i | . | -13%&7%
Cc1ccc(C(=O)NCCN2C3=NC[C@H](Cc4ccc(O)cc4)N3C[C@H]2Cc2ccc(O)cc2)cc1Br | 2% | 4% | 6% | . | -3% | i | . | -5%
CNc1nc(NC)nc(-n2c(C(F)(F)F)nc3ccccc32)n1 | -1% | 0% | 2% | -7% | 4% | -4% | 3% | 0%
COc1ccccc1NC(=O)Nc1nnc(CC(=O)Nc2ccccc2)s1 | -7% | 14% | -13% | 5% | -5% | 8% | 0% | 11%
O=C(Nc1ncn[nH]1)C(F)(F)C(F)F | 0% | -7% | 6% | 1% | -11% | -10% | . | -3%
COc1ccc(-n2cnnc2SCC(=O)Nc2cccc([N+](=O)[O-])c2)cc1 | 0% | -10% | 3% | -5% | -8% | i | 3% | -1%
CCCC(O)(CCC)C(=O)NN(C(=O)CCl)c1cccc(C)c1 | 1% | -6% | 8% | 1% | 1% | 4% | 3% | 0%
C=CCc1ccccc1OCC(=O)N/N=C/c1ccccc1OCC | -4% | 0% | -15% | ? | 7% | -12% | 4% | -2%
CCOc1ccc(-c2nc(C#N)c(NCC(C)C)o2)cc1 | -3% | 9% | ? | 4% | -4% | -8% | -3% | 9%
COc1c(Cl)cc(Cl)cc1C(=O)Nc1ccc(C(=O)O)cc1 | -1% | 7% | 6% | -10% | -1% | -2% | 7% | 6%
Cc1nc(-c2nnc(SCC(=O)Nc3ccc(C(F)(F)F)cc3)n2C)cs1 | -2% | 7% | 1% | . | 5% | -10% | . | 9%
Cc1ccccc1N1C(=O)c2ccccc2N2C(=O)c3ccccc3C12 (stereo not drawn) | 0% | -7% | -8% | 0% | -5% | -4% | . | 3%
CC(C)c1ccc(/C=N/NC(=O)c2cccc(Cl)c2)cc1 | -1% | -1% | -11% | -6% | 5% | i | 10% | 3%
O=C(/C=C/c1cccc2ccccc12)NCCC1=CCCCC1 | 2% | 9% | 3% | 3% | -4% | i | 2% | 8%
CC(CC(=O)Nc1cccnc1)c1ccccc1 (stereo not drawn) | 0% | -14% | -9% | 5% | -9% | -1% | 0% | -1%
O=C(CCn1c(=O)sc2ccccc21)NCCC1=CCCCC1 | 0% | 4% | 5% | ? | -23% | i | . | -11%
COc1ccc(COC(=O)N/N=C2/C[C@@H](O)[C@@H](O)[C@@H]3[C@H]4C(=O)N(c5ccc(F)cc5F)C(=O)[C@@H]4CC[C@H]23)cc1 | 2%[11.2 µM] | -5%[17.4 µM] | . | . | -1%[11.2 µM] | -10%[11.5 µM] | . | .
CCc1nnc(NC(=O)c2ccc(-c3cc(C(F)(F)F)ccc3Cl)o2)s1 | 2% | -2% | 3% | -1% | -3% | i | -1% | 14%
CCc1ccc(C2=CC(c3cc(Br)ccc3F)n3ncnc3N2)cc1 (stereo not drawn) | -4% | -1% | -2% | 5% | -3% | 14% | 30%[activator] | 7%
COc1ccccc1NC(=S)N1CCN(C(c2ccccc2)c2ccccc2)CC1 | -1% | . | -13% | -7% | -7% | -6% | -22% | 18%
Nc1nc2ccc([N+](=O)[O-])cc2[nH]1 | -12% | 1% | 8% | -4% | 3% | -4% | -3% | -6%
Cc1cccc(NC(=O)NNC(=O)c2cc3ccccc3cc2O)c1C | -5% | 8% | -16% | -3% | 1% | 4% | . | 22%
COc1ccc(C2CC(=O)C=C(NCC3CCCO3)C2)cc1 (stereo not drawn) | -2% | 5% | -6% | 4% | -5% | -3% | 1% | 10%
C1=CC2CC1CC2CNCc1ccco1 (stereo not drawn) | -2% | 4% | 0% | -3% | 0% | -4% | . | 6%
Cn1c(N)c(N=Nc2ccc(S(N)(=O)=O)cc2)c(=O)n(C)c1=O | 1% | -6% | 3% | -2% | 6% | -13% | 0% | 1%[14.2 µM]
CCOC(=O)C1CCCN(C(=O)c2ccccc2NC(C)=O)C1 (stereo not drawn) | -6% | 6% | 1% | -7% | 5% | -12% | 1% | 3%
O=C(O)CSCc1ccc(C(=O)O)o1 | 4% | -1% | 0% | -2% | 0% | 4% | . | -5%
O=C(O)c1ccc(N/N=C/c2cc3cc4c(cc3nc2Cl)OCCO4)cc1 | -15% | 2% | -27% | . | 2% | 14% | . | -8%
N#Cc1ccc(NC(=O)CCc2nc3ccccc3s2)cc1 | -1% | 4% | 20% | -7% | 4% | -22% | -2% | 21%
COc1cccc(C2C(C#N)=C(N)SC(c3ccccc3)C2[N+](=O)[O-])c1 (stereo not drawn) | -1% | 12% | -9% | 5% | -2% | 17% | -27% | 18%
CC(=O)Nc1ccc(Sc2ncnc3scc(-c4ccccc4)c23)cc1 | 8% | -10% | 11% | ? | -11% | -10% | -3% | 21%
Cc1cc(NC(=O)c2c(F)cccc2Cl)no1 | -7% | -6% | 4% | -4% | -6% | -4% | 31%[activator] | 11%
O=C(CC12CC3CC(CC(C3)C1)C2)NC(=S)NCc1ccco1 | -6% | 1% | 1% | -6% | -3% | i | -9%[11.4 µM] | 1%
Cn1ncc2c(NNC(=O)Cc3cccc4ccccc34)ncnc21 | -2%[53 µM] | 4% | -21% | 6% | -3%[53 µM] | i | 13% | 5%
CCCCCCc1cc2cc(S(=O)(=O)c3ccc(Cl)cc3)c(=O)oc2cc1O | -1% | 2% | 2% | ? | -4% | -4% | 19% | 24%
CCN1CCc2c(OCC(=O)N3N=C(c4cccs4)CC3c3ccc(F)cc3)cccc2C1=O (stereo not drawn) | 2% | -1% | -10% | 3% | 7% | i | -13% | -5%
Cc1ccc(C)c(NC(=S)c2ccccn2)c1 | 0% | -2% | -10% | -10% | 0% | -6% | ? | 12%
Cc1ccc(C(=O)NCCc2cccs2)cc1 | -1% | -5% | 1% | -1% | 2% | i | 5% | 6%

Part of the list above, as comma-separated lines.
SMILES,TR SRC2 fluor cs,aGlu spleen mod,GAA glycogen mod,GAA inh,TRb-SRC2 inh,RECQ1 inh,L3MBTL1 block,GoLoco inh red
CC(=O)Nc1ccc(Sc2ncnc3scc(-c4ccccc4)c23)cc1,8%,-10%,11%,?,-11%,-10%,-3%,21%
Cc1ccc(C(=O)NCCc2cccs2)cc1,-1%,-5%,1%,-1%,2%,i,5%,6%

The results go on:
SMILES | TR SRC2 fluor cs | aGlu spleen mod | GAA glycogen mod | GAA inh | TRb-SRC2 inh | RECQ1 inh | L3MBTL1 block | GoLoco inh red
COC(=O)CSc1nc(-c2ccc(F)cc2)cc(C(F)(F)F)n1 | -74%[1.83 µM] | 0% | -16%[76.3 µM] | -7% | -23%[1.83 µM] | -9% | 41%[activator] | 10%
CCSc1nc2ccccc2c(=O)n1-c1c(C)n(C)n(-c2ccccc2)c1=O | -1% | 0% | -13% | 4% | -5% | i | 1% | 10%
CCN1CCN(C(=O)CCc2nnc(CCCCc3ccccc3)o2)[C@@H](C)C1=O | -1% | 6% | -10% | ? | 6% | -6% | -2% | 8%
Cc1ccc(-c2nnc(SCC(=O)N3CCCC3)o2)cc1C | -5% | 11% | -2% | 1% | 0% | 0% | -2% | 9%
COc1cc(NC(=S)Nc2ccc(S(=O)(=O)N3CCOCC3)cc2)cc(OC)c1OC | -1% | -4% | -16% | -5% | -1% | -11% | 5% | 10%
CC(=O)Nc1ccc(SCC(=O)Nc2ccc(Cl)cn2)cc1 | 0% | . | -11% | ? | 5% | 0% | 9% | 6%
CCc1nnc(NC(=O)C2CCCN(S(=O)(=O)c3ccccc3)C2)s1 (stereo not drawn) | -4% | 4% | 4% | -2% | -1% | -8% | . | 6%
COc1ccccc1-c1nc(C#N)c(NCc2ccc(F)cc2)o1 | -2% | -6% | ? | ? | -6% | 6% | . | -5%
CCC(C)(c1nnnn1-c1c(C)cccc1C)N(N=O)c1cccc(C(F)(F)F)c1 (stereo not drawn) | 4% | 2% | -6% | -11% | 1% | -6% | 4% | 5%
CCc1cccc(C)c1NC(=O)CO/N=C(\N)CC(=O)NC1CCCCC1 | 0% | 9% | 5% | -7% | -3% | i | -4% | 7%
CC(C)CCN1CCN(Cc2ccc3nsnc3c2)CC1CCO (stereo not drawn) | 0% | 2% | -1% | . | -1% | i | 5% | 7%
CCOc1cccc(C(=O)Nc2cc(-c3nn4c(C)nnc4s3)ccc2C)c1 | -2% | -1% | 1% | 3% | 3% | -4% | -15% | -7%
Cc1ccc(S(=O)(=O)N2CCN(C(=O)c3ccc(Cl)nc3)CC2)cc1 | 3% | 3% | 1% | 1% | 8% | 0% | 2% | 6%
CCC(C)C(=O)O[C@H]1C[C@@H](C)C=C2C=C[C@H](C)[C@H](CC[C@@H]3C[C@@H](O)CC(=O)O3)C21 (stereo partly drawn) | 0% | -1% | . | . | 6% | -3% | . | 3%
CCOc1ccc(/C=N/Nc2nc(N3CCCC3)nc(N3CCCC3)n2)cc1OC | -1% | -8% | -10% | -8% | 0% | i | 1% | -9%

An excerpt from above, showing only aGlu spleen mod, RECQ1 inh and L3MBTL1 block.
SMILES | aGlu spleen mod | RECQ1 inh | L3MBTL1 block
CC(=O)Nc1ccc(SCC(=O)Nc2ccc(Cl)cn2)cc1 | . | 0% | 9%
CCc1nnc(NC(=O)C2CCCN(S(=O)(=O)c3ccccc3)C2)s1 (stereo not drawn) | 4% | -8% | .
COc1ccccc1-c1nc(C#N)c(NCc2ccc(F)cc2)o1 | -6% | 6% | .
CCC(C)(c1nnnn1-c1c(C)cccc1C)N(N=O)c1cccc(C(F)(F)F)c1 (stereo not drawn) | 2% | -6% | 4%
CCc1cccc(C)c1NC(=O)CO/N=C(\N)CC(=O)NC1CCCCC1 | 9% | i | -4%
CC(C)CCN1CCN(Cc2ccc3nsnc3c2)CC1CCO (stereo not drawn) | 2% | i | 5%
